# Bioassay records (PubChem BioAssay)
# Rac1 wt modul = alters GTP binding to wildtype human Rac1. GTP binding activity (% of control), % at 10 µM. AID 757. P63000. GST-Rac1 beads, fluorescent GTP binding, flow cytometry; actives lie on both sides; 0 = cold GTP competed, 100 = untreated. hit rate 0.27% among 190,000;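 active means GTP binding activity at least 20 points away from the 100% control level, either lower or higher; inconclusive means compound flagged as likely green fluorescent, judged across all proteins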
# ABCG2 block = blocks JC-1 efflux by human ABCG2 transporter; AID 1325; hit rate 0.1% among 190,000; inhibition, % at 6.6 µM; IgMXP3 cells, flow cytometry;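 active means inhibition above 80%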;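 further: 0% = DMSO and 100% = nicardipine control wells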
#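 Test system: ABCG2 IgMXP3 and barcoded ABCB1 CCRF-Adr cell mix; Schedule: cells with compound and JC-1, 10 min at 25 °C, rotating, no wash; Technique: flow cytometry of retained JC-1 fluorescence; Measure: % inhibition of efflux relative to nicardipine and DMSO; Controls: nicardipine high and DMSO low controls.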
# Rac1 act GTP bind = modulators of GTP binding to human Rac1 activated mutant. P63000. GST-Rac1 activated beads, fluorescent GTP binding, flow cytometry; actives lie on both sides; 100% means binding = to untreated wells. percent activity (GTP binding), % at 10 µM. hit rate 0.11% among 190,000. AID 764;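 active means GTP binding at least 20 percentage points away from the 100% baseline, in either direction, so actives lie on both sides; inconclusive means Compound likely fluorescent itself, or too few beads counted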
# Cdc42 wt GTP = changes GTP binding to wildtype human Cdc42; percent activity (GTP binding), % at 10 µM; AID 761; GST-Cdc42 beads, Bodipy-GTP binding, flow cytometry; actives lie on both sides; P60953; hit rate 0.2% among 190,000;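 active means percent activity GTP binding at least 20 points away from the 100% baseline, either down as inhibitor or up as activator; inconclusive means compound flagged as likely green fluorescent from well-wide comparison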;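 further: median bead fluorescence of bound Bodipy-FL-GTP at 100 nM; 0% = excess unlabeled GTP control and 100% = no compound control; below 100% means less GTP binding so inhibitor and above means activator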
# Target sequence (P60953 whole entry, looked up): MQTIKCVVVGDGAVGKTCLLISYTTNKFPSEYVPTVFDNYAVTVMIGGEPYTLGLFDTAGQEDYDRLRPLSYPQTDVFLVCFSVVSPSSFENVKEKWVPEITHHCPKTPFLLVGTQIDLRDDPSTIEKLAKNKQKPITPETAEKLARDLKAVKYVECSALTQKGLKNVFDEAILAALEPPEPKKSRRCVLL
# ABCB1 inh = inhibitors of human ABCB1 transporter, ABCG2 counter-screen; P08183; CCRF-Adr cells, JC-1 efflux, flow cytometry; inhibition, % at 6.6 µM; hit rate 0.067% among 190,000; in the data active means inhibition above about 40%;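 further: 0% = vehicle and 100% = reference inhibitor; higher value means more JC-1 retained so stronger ABCB1 efflux block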
# HRas wt GTP bind = modulators of GTP binding to human HRas wildtype; hit rate 0.14% among 190,000; GTP binding activity, % at 10 µM; GST-Ras wt beads, Bodipy-FL-GTP binding, flow cytometry; actives lie on both sides;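 active means GTP binding activity at least 20% away from the 100% baseline, either lowered as inhibitor or raised as activator; inconclusive means flagged as likely green fluorescent, judged across all proteins in the well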;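 further: 0% = unlabeled GTP competition control and 100% = no-compound control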
# Target sequence (P01112 whole entry, looked up): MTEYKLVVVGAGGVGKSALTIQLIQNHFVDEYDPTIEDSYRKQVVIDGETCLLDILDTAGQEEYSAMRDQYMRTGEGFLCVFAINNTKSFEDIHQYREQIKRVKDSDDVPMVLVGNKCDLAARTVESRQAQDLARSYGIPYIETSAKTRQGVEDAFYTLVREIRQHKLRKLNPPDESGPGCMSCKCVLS
# Mcl1-Noxa inh = Mcl-1/Noxa interaction inhibition; TR-FRET Mcl-1/Noxa peptide binding, 2 h; Q07820; hit rate 1.5% among 220,000; inhibition, % at 21.7 µM;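 active means compounds that cut the protein-peptide binding signal by more than 50% relative to plate controls in a single-dose test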;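 further: His-tagged Mcl-1 with rhodamine Noxa BH3 peptide and terbium anti-His antibody; 0% = Mcl-1 plus Noxa peptide wells and 100% = peptide-only wells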
# Target sequence (Q07820 whole entry, looked up): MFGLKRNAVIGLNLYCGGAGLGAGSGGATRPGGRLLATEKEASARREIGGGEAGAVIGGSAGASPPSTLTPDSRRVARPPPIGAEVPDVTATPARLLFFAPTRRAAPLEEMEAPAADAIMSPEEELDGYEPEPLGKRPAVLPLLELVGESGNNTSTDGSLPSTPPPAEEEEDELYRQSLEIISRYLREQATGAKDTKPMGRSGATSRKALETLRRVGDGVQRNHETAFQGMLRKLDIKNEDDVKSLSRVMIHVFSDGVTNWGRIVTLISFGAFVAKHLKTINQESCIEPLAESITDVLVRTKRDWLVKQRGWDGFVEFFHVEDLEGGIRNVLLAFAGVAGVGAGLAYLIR
# Avidin bead fluor = compound fluoresces at 488/530 nm on avidin beads; compound fluorescence 488/530 nm, flow cytometry; active compounds read high; fluorescence (KMESF) at 10 µM; hit rate 0.38% among 220,000; AID 1775; in the data active means fluorescence above about 47; further: inactives centre near 10
# Rab7 wt modul = dog Rab7 wildtype GTP binding, inhibitors and activators. AID 758. GTP binding activity (percent of control), % at 10 µM. hit rate 0.055% among 190,000. GST-Rab7 beads, fluorescent GTP binding, flow cytometry; actives lie on both sides; untreated = 100%, excess cold GTP = 0%;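 active means fluorescent GTP binding to Rab7 beads changed by at least 20 points from the 100% baseline, either direction, mostly lower; inconclusive means compound itself probably fluorescent, or too few beads counted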;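 further: median green fluorescence of bound Bodipy-FL-GTP per Rab7 bead population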
# Rab2A wt mod = changes GTP binding to wildtype dog Rab2A, up or down | GST-Rab2 wt beads, Bodipy-GTP binding, flow cytometry | GTP binding activity, % at 10 µM | hit rate 0.19% among 190,000 | AID 760;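 active means GTP binding activity at least 20 points away from 100%, either lowered or raised; inconclusive means signal likely due to the compound's own green fluorescence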;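 further: 0% = beads with excess unlabeled GTP and 100% = no-compound control corrected for plate trend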
# Pf gametocyte = inhibitors of late stage P. falciparum gametocyte viability; P. falciparum stage V gametocytes, ATP luminescence, 24 h; inhibition, % at 10.9 µM; hit rate 0.065% among 150,000;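 active means inhibition above the mean plus 3 SD of compounds within the control limits, set per campaign, cut at about 38% in these data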;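 further: 0% = DMSO wells and 100% = medium only without gametocytes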
# The depositor's hits bear a star; u = inconclusive; x = not tested or not shown.
SMILES,Rac1 wt modul,ABCG2 block,Rac1 act GTP bind,Cdc42 wt GTP,ABCB1 inh,HRas wt GTP bind,Mcl1-Noxa inh,Avidin bead fluor,Rab7 wt modul,Rab2A wt mod,Pf gametocyte
Cc1ccccc1NC(=O)Cn1c(CCC(=O)O)ccc1-c1cccs1,97,0,94,91,0.2,96,2,10,101,93,-24
CCOc1ccc(OCC)c(NC(=O)CCCN2C(=O)c3cccnc3C2=O)c1,97,1,98,97,0.0,97,-15,7,97,98,4
CS(=O)(=O)N(Cc1ccccc1)c1ccc(C(=O)NCCSCc2ccco2)cc1,103,2,99,99,-0.1,102,8,6,99,100,-3
CCCn1c(SC2C(=O)CC(C)(C)CC2=O)nc2c1c(=O)n(C)c(=O)n2C,101,0,98,98,-0.1,97,7,4,94,96,x
Cc1c(N/C=C/C(=O)c2ccc(Cl)cc2)c(=O)n(-c2ccccc2)n1C,98,3,98,96,1.6,100,10,11,101,102,3
CC(C)OP(=O)(OC(C)C)C1(O)C(=O)Nc2ccccc21 (stereo unspecified),93,2,94,100,0.8,96,x,10,95,95,x
CCN1CCN(Cc2ccc(OCc3ccccc3)c(OC)c2)CC1,99,3,98,101,0.8,100,19,8,99,101,x
Cc1cc([N+](=O)[O-])nn1CCCC(=O)Nc1cc(Cl)ccc1Cl,89,3,91,90,-0.2,93,-3,10,102,93,22
Cc1nn(C)c(C(=O)Nc2cccc(CN3CCOCC3)c2)c1Br,101,-2,101,100,-0.1,100,0,3,97,99,x
CN(C)C(C)(C)C#CC(O)(c1ccccc1)c1ccccc1,99,-1,95,96,0.1,94,-19,9,92,97,-17
CCOC(=O)N1CCN(C(c2cccc(OC)c2)c2sc3nc(C)nn3c2O)CC1 (stereo unspecified),u,0,u,u,0.2,u,-24,12,u,u,12
COc1ccc(/C=C/c2nc(C)c(-c3ccccc3)c(=O)[nH]2)cc1OC,99,6,98,100,0.3,98,11,8,97,97,-3
COc1cc2c(cc1NC(=O)CSc1nnc(Cc3cccs3)n1C)oc1ccccc12,102,2,98,101,1.2,102,29,105*,100,102,x
Cc1noc(C)c1CN1C(=O)NC(Cc2ccccc2)(Cc2ccccc2)C1=O,104,3,101,108,1.3,104,14,6,100,103,0
COc1cccc(-c2nn(C)c3sc(C(=O)Nc4ccc5c(c4)OCCO5)cc23)c1,97,7,98,98,5.7,96,11,24,96,94,x
COC(=O)C(OC(=O)c1ccc(OC)cc1)C(=O)OC,102,1,100,100,0.0,104,-17,6,98,104,x
CCCc1cc(-c2n[nH]c(=S)n2-c2cccc(C)c2)cs1,94,-3,90,95,-0.7,91,11,10,95,90,16
CCOc1ccc(CN(Cc2ccco2)S(=O)(=O)c2ccc(-n3cnnn3)c(OC)c2)cc1,97,0,100,98,0.5,98,14,9,97,98,x
O=C(/C=C/c1ccco1)NC(=S)Nc1ccccc1N1CCOCC1,100,2,99,103,0.9,101,11,11,102,103,8
COc1ccc(NS(=O)(=O)c2cc(NC(=O)CCSc3ccccc3)ccc2OC)cc1,105,8,101,104,0.2,101,17,11,98,102,x
C/C=C/c1ccc(OC(C)=O)c(OC)c1,102,-1,98,103,0.1,100,-32,10,99,98,12
Cc1ccc2c(c1)-c1c(cnn1CC(=O)Nc1ccccc1N1CCN(C)CC1)CO2,u,-1,u,u,4.2,u,16,8,u,u,x
COc1ccc(O)c(/C=N/NC(=O)c2ccc(OCc3cccc(Br)c3)cc2)c1,106,0,105,109,-0.1,108,9,33,110,108,x
COc1ccc2[nH]c(C)c(CCN3C(=O)C4C5C=CC(C5)C4C3=O)c2c1 (stereo unspecified),103,16,99,104,1.1,102,5,29,102,102,x
Cc1ccc(C)c(/C=C(\C(=O)O)c2ccc(S(=O)(=O)N3CCCCC3)s2)c1,95,-1,89,94,-0.3,96,34,9,103,94,x
CCN(CC)S(=O)(=O)c1ccc(C)c(NC(=S)Nc2cccc(S(=O)(=O)N3CCCCCC3)c2)c1,102,-2,98,101,6.4,99,27,15,102,96,-25
O=C(CCCn1c(SCC(=O)c2ccc(F)cc2)nc2ccccc2c1=O)NCc1ccccc1,97,47,97,97,1.8,96,4,8,99,97,26
C=CCN(CC=C)S(=O)(=O)c1ccc(C(=O)Nc2nnc(CSC)o2)cc1,94,3,92,93,0.1,95,-41,13,92,95,13
COc1cccc(C(=O)CSc2nnnn2C)c1,98,2,100,100,0.3,101,-12,18,97,99,x
C/C(=N\NC(=O)c1nc2ccccn2c1C)c1ccc2c(c1)OCO2,108,8,100,102,0.9,102,4,9,99,102,x
COc1cnc(-c2ccccc2)nc1Oc1cccc(C)c1,100,1,96,101,-0.5,99,-4,10,93,98,5
Cc1ccc(NC(=O)Cn2cc(C(F)(F)F)cc(Cl)c2=O)cc1Cl,93,1,94,96,-0.4,95,-15,6,97,97,6
CCc1c(C(=O)NC2CCCCC2)[nH]c(C)c1C(C)=O,111,4,102,105,0.4,103,1,9,106,105,12
CN(C)/C=N/c1c(C(=O)NCc2ccccc2)nnn1Cc1ccccc1,107,7,100,105,0.7,104,4,8,101,104,8
Cc1c(C(=O)N/N=C/c2cccs2)nc2ccccn12,101,31,99,104,0.6,100,9,5,103,101,11
Nc1cccc2c1nnn2C1OC(CO)C(O)C(O)C1O (stereo unspecified),101,3,98,97,0.7,97,20,6,103,101,x
CCC(C)NS(=O)(=O)c1ccc(NC(=O)c2cccs2)cc1 (stereo unspecified),99,2,96,96,0.1,100,-13,8,102,98,-11
Cc1cc(C(=O)Nc2sc(C)c(-c3ccc(F)cc3)c2C(N)=O)no1,105,36,99,103,0.4,100,6,26,104,100,x
O=C(Nc1ccc2oc(Cc3ccc(Cl)cc3)nc2c1)c1cccnc1,101,24,97,100,1.4,97,17,13,97,98,x
CCN(CC)C(=O)c1sc2nc(-c3ccccc3)ccc2c1N,95,2,96,91,-0.3,96,31,24,101,93,-20
O=Cc1cc(N=Nc2ccccc2Cl)ccc1O,90,0,87,88,0.1,95,24,11,95,89,12
Cc1c(NC(=O)C2CCCN2S(=O)(=O)c2ccc(Cl)cc2)c(=O)n(-c2ccccc2)n1C (stereo unspecified),98,0,96,103,0.1,100,-9,11,100,97,x
COC(=O)c1cccc(COC(=O)CNC(=O)c2ccco2)c1,105,9,100,101,0.0,101,-18,13,107,99,5
Cc1cc(NCCCO)n2c(nc3ccccc32)c1C#N,94,13,97,98,1.6,96,13,2,94,92,20
COc1cc(C(=O)N(C)c2nnc(-c3cccnc3)s2)cc(OC)c1OC,101,8,100,104,1.4,101,-8,16,100,100,x
CC(O)C(NS(=O)(=O)c1ccc(Cl)cc1)C(=O)OCC(=O)c1c[nH]c2ccccc12 (stereo unspecified),93,2,92,91,-1.3,94,8,9,99,96,6
CCCC/C(=N\NC(=O)c1ccc(Br)o1)c1ccccc1,102,2,100,100,0.2,99,-6,5,96,98,8
COc1ccc(NC(=O)c2ccc(OC(=S)N(C)c3ccc(OC)cc3)cc2)cc1,105,0,96,97,-0.2,99,-22,10,90,96,x
O=C(Nc1cccc(-c2nnc(-c3ccco3)o2)c1)c1ccccc1,76*,3,90,83,0.9,84,-5,9,89,85,7
COc1ccc(NC(=O)CCCCCN2C(=O)CCC2=O)cc1Cl,102,20,97,101,0.2,100,0,13,103,99,-9
CCCCOC(=O)c1ccc(NC(=O)CSc2nnnn2C)cc1,101,1,98,100,0.4,102,-14,10,104,99,x
CC(=O)c1cccc(NC(=S)NC(=O)c2ccc(C)cc2Cl)c1,94,4,90,92,0.5,95,13,8,94,94,x
CS(=O)(=O)n1nc(-c2ccccc2)nc1NCc1ccco1,105,2,99,99,0.9,101,0,22,98,100,27
Cc1cc(C)c(C)c(OC(=O)c2sc(Cl)nc2C)c1,95,1,93,90,-0.3,95,12,16,101,94,x
CC(C)Cn1cc(C(=O)N2CCN(c3ccccn3)CC2)c2c3ccccc3n(C)c2c1=O,u,2,u,u,2.0,u,4,19,u,u,x
O=C(Nc1ccc(F)c(F)c1)c1cccnc1,104,33,98,104,0.5,101,10,11,100,101,2
C/C=C/c1ccc(OCCOc2cccc3cccnc23)c(OC)c1,98,2,95,96,0.3,95,14,7,100,94,x
CCCCN(C)S(=O)(=O)c1ccc(C(=O)Nc2nnc(CSC)o2)cc1,104,6,100,107,1.0,104,-4,7,102,105,15
CNC(=O)C1=C(C)NC(=S)NC1c1cc2c(cc1OC)CCCC2 (stereo unspecified),102,1,101,100,0.6,101,4,1,97,101,-2
COc1cc(-c2nc(-c3ccccc3)c(-c3cccs3)[nH]2)cc(OC)c1OC,94,x,93,88,x,88,-8,5,94,89,-10

# Three compounds already listed, ordered by their value in Rac1 wt modul, low to high.
SMILES	Rac1 wt modul	ABCG2 block	Rac1 act GTP bind	Cdc42 wt GTP	HRas wt GTP bind	Mcl1-Noxa inh	Avidin bead fluor	Rab7 wt modul	Rab2A wt mod
Cc1c(C(=O)N/N=C/c2cccs2)nc2ccccn12	101	31	99	104	100	9	5	103	101
CCCC/C(=N\NC(=O)c1ccc(Br)o1)c1ccccc1	102	2	100	100	99	-6	5	96	98
COc1ccc(O)c(/C=N/NC(=O)c2ccc(OCc3cccc(Br)c3)cc2)c1	106	0	105	109	108	9	33	110	108

# (continued)
SMILES,Rac1 wt modul,ABCG2 block,Rac1 act GTP bind,Cdc42 wt GTP,ABCB1 inh,HRas wt GTP bind,Mcl1-Noxa inh,Avidin bead fluor,Rab7 wt modul,Rab2A wt mod,Pf gametocyte
CC1CC(C)CN(S(=O)(=O)c2ccccc2[N+](=O)[O-])C1 (stereo unspecified),100,1,98,94,0.2,100,16,2,100,97,-14
O=C(c1ccc(Cl)c(S(=O)(=O)N2CCCC2)c1)N1CCN(c2ccccn2)CC1,108,6,101,105,1.0,103,0,9,102,101,-51
CCOCCc1nnc(NC(=O)Cc2ccc(Br)cc2)s1,93,1,90,97,0.4,95,1,16,92,95,x
CCOC(=O)CNC(=O)CSc1nc(-c2ccc(OC)cc2)ns1,97,1,96,98,-0.1,101,8,30,107,98,-4
O=C(O)c1c[nH]c(=O)c2ccccc12,93,0,95,95,0.6,96,15,20,101,98,7
Cc1cccc(CSC2=CS(=O)(=O)c3ccccc3N2)c1,102,0,101,100,0.1,99,-13,34,97,99,x
NC(=O)C1=C[C@@H](c2coc3ccccc3c2=O)C[C@@H](OCCCCO)O1,98,1,95,97,0.6,98,2,7,102,98,-23
CCC(c1nnnn1C1CCCC1)N1CCC(C(N)=O)CC1 (stereo unspecified),99,0,96,94,-0.1,98,4,16,98,95,1
CCN(C(=O)COC(=O)CNC(=O)C12CC3CC(CC(C3)C1)C2)C1CCS(=O)(=O)C1 (stereo unspecified),108,5,105,105,1.1,105,13,12,104,103,-21
